Screens deposited in PubChem by National Center for Advancing Translational Sciences (NCATS).
POLI inh – blocks human DNA polymerase iota activity; Pol iota fluorescent replication assay, 10 min; Q9UNA4; Potency, µM (doses to about 115 µM), inactives show at the top dose activity, negative = inhibition, hits mostly inhibitors; AID 588590; 390,000 tested, 1% active; further: potency means the concentration at half of the fitted maximal effect
Target sequence (Q9UNA4 whole entry, looked up): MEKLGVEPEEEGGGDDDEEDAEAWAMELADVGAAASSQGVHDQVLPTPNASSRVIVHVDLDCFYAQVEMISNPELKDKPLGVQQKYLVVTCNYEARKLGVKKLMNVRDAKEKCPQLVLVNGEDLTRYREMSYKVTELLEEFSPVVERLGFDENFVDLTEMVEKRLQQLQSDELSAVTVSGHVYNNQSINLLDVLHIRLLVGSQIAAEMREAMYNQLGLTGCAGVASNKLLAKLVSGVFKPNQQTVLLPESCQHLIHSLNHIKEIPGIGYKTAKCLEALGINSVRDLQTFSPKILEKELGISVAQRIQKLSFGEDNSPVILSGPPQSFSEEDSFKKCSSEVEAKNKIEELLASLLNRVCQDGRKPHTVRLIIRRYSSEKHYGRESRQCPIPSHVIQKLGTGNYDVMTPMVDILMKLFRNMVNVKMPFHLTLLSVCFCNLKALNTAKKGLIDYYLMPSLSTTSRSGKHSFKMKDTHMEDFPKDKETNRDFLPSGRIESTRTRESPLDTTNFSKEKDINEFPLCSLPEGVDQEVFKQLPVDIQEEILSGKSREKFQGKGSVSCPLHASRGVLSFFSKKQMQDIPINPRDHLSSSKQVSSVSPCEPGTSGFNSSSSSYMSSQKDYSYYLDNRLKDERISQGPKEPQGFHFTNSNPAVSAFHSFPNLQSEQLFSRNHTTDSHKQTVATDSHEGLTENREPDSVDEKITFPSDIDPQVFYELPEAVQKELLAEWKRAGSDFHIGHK
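Fluorescent replication assay read twice, at 0 min and 10 min after adding 50 nM (final) substrate. Enzyme (10 nM) and compounds were first incubated 15 min at room temperature; enzyme-free buffer wells were negative controls.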
APE1 inh – APE1 (human) endonuclease inhibition | P27695 | recombinant APE1, TAMRA/BHQ-2 abasic DNA cleavage fluorescence | Potency, µM (series often up to 65.8 µM), for inactives: top-dose activity change, negative = inhibition, actives largely listed as inhibitors | 350,000 tested, 0.35% active;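 further: potency means the concentration at half of the fitted maximal effect; plate controls were vehicle for no effect and reference inhibitor for full effect; nearly all actives have a fitted effect of over 55% in size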
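Endonuclease cleavage of a quenched abasic-site DNA duplex (50 nM) by APE1 (0.75 nM) was tracked by TAMRA dequenching. Compounds were preincubated with enzyme 15 min at room temperature; data normalized to buffer-only and DMSO wells plus NSC13755 control.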
Apoferritin bind – candidate novel general anesthetic via apoferritin binding | P02791 | apoferritin/1-aminoanthracene competitive binding, fluorescence | Potency, µM (highest dose often 77.5 µM), inactives show at the top dose activity change, negative = displacement, usual class: inhibitors | 350,000 tested, 0.074% active; further: potency means the concentration at half of the fitted maximal effect; on the % scale 0 is the no-effect control and ±100 the full control effect; nearly all actives have a fitted effect of over 20% in size
Target sequence (P02791 2-175 limits assumed): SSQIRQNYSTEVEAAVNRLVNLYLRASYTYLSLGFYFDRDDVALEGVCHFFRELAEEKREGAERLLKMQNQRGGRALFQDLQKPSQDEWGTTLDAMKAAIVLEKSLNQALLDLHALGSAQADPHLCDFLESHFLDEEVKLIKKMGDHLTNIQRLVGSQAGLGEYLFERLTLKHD
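Horse-spleen apoferritin (10 uM) was mixed with 50% saturated 1-aminoanthracene in PBS, exposed to compounds for 10 min at room temperature, and read for fluorescence (ex 380 nm, em 535 nm). Competitive displacement was fitted with a four-parameter Hill equation.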
TRHR ag – agonists of human TRH receptor; AID 493084; P34981; TRHR cells, calcium flux fluo-8, FDSS agonist mode; activation, % at 2 µM; 360,000 tested, 0.18% active; in the data active means activation above about 30%; further: 0% is about no effect
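Read-out: compound-evoked intracellular calcium rise in TRHR cells, fluo-8 dye, kinetic FDSS fluorescence at 1 s/cycle following a 10-cycle baseline. Cells cultured overnight before dye loading (30 min–1.5 h, RT).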
ALOX12 inh – ALOX12 (human) lipoxygenase inhibition | purified 12hLO, xylenol orange hydroperoxide absorbance | 580,000 tested, 1.1% active | Potency, µM (series often up to 108 µM), inactives show at the highest dose activity change, negative = inhibition, most hits filed as inhibitors; further: potency means the concentration at half of the fitted maximal effect; on the % scale 0 is the no-effect control and ±100 the full control effect
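Purified human 12hLO at 150 nM in 25 mM Hepes, 0.01% Triton X-100, pH 7.0, preincubated 15 min at room temperature with compound. Reaction started with 40 uM arachidonic acid, 30 min at room temperature. Hydroperoxide measured by Fe-xylenol orange, 573/405 nm absorbance ratio.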
ERG-DNA inh – inhibitors of human ERG Ets domain-DNA interaction; fluorescence polarization, His-ERG Ets domain / labelled DNA; Potency, µM (top dose mostly 76.9 µM), inactives show at the top dose FP activity, negative = inhibition, usual class: inhibitors; 370,000 tested, 0.028% active; active means well fitted inhibition curve with a large enough effect in the polarisation, with a control signal flat; inconclusive means small, poorly fitted or top-dose-only effect, or effect the other way, or a change in a side signal; inactive means no such curve, though single readings can be large or run the other way; the % refers to the polarisation;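 further: polarization taken with two DNA probes labelled with fluorescein and Texas red; potency means the concentration at half of the fitted maximal effect; % of control where 0% means no effect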
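His-tagged ERG Ets domain (1 uM in the protein solution; 300mM KCl, 50mM Tris-HCl, 1mM EDTA, 1mM DTT, pH 7.5) received compound, then a probe mix of 5 nM fluorescein-DNA and 100nM Texas-615-DNA. Fluorescence polarization was read for both dyes.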
POLB inh – inhibitors of human DNA polymerase beta | Pol beta primer extension/strand displacement, fluorescence kinetic | 340,000 tested, 1.3% active | P06746 | AID 485314 | Potency, µM (doses to about 114 µM), inactives show at the highest dose activity change, negative = inhibition, hits mostly inhibitors; further: potency means the concentration at half of the fitted maximal effect; on the % scale 0 is the no-effect control and ±100 the full control effect
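Kinetic readout of DNA synthesis with strand displacement by Pol beta. Compound and 10 nM enzyme sit 15 min at room temperature; 50 nM substrate starts the reaction, read immediately and at 10 min.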
POLK inh – blocks human DNA polymerase kappa activity; AID 588579; 400,000 tested, 0.53% active; purified Pol kappa, fluorescent DNA synthesis assay, 10 min; Potency, µM (titrated, usually from 107 µM), for the others: top-dose activity, negative = inhibition, hits mostly inhibitors; further: potency means the concentration at half of the fitted maximal effect; on the % scale 0 is the no-effect control and ±100 the full control effect
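Enzyme at 10 nM met test compounds for 15 min at room temperature. Substrate addition (50 nM final) began the reaction, which was monitored by fluorescence at 0 and 10 min.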
BLM helicase inh – inhibitors of human Bloom syndrome helicase BLM; P54132; recombinant BLM DNA unwinding, fluorescence dequenching; Potency, µM (series often up to 56.1 µM), for the others: top-dose activity change, negative = inhibition, usual class: inhibitors; 350,000 tested, 0.2% active; AID 2528;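 further: potency means the concentration at half of the fitted maximal effect; plate controls were vehicle for no effect and no enzyme for full effect; nearly all actives have a fitted effect of over 35% in size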
An asterisk follows results filed as active; ? = inconclusive; nt = not tested or not shown; & = joins results of further samples; [ ] = dose if it differs, or a comment. Unless noted, the call rests on the fitted dose curve; in most records, active means well fitted curve in the direction sought with a large enough effect; inconclusive means small, poorly fitted or top-dose-only effect, or another doubt; inactive means no such curve, though single readings can be large; an effect the other way counts as inactive or inconclusive.

SMILES	POLI inh	APE1 inh	Apoferritin bind	TRHR ag	ALOX12 inh	ERG-DNA inh	POLB inh	POLK inh	BLM helicase inh
C=CCOc1ccc2ccccc2c1CNn1cn[nH]c1=S	29%	3%	-12%	-0.2	?	-1%	-4%	1%	-2%
COc1cc(OC)cc(C2=NC3(CCC(C)CC3)NC2=S)c1 (stereo not drawn)	42%[activator]	5%	?	-3.2	?	2%	-3%	-2%	-11%
O=C(CC1NCCNC1=O)Nc1ccccc1 (stereo not drawn)	69%[activator]	-1%	-1%	0.5	15%	-13%	39%	-3%	-2%
Cc1ccc(N(Cc2ccc(C(=O)Nc3c(C)n(C)n(-c4ccccc4)c3=O)cc2)S(C)(=O)=O)cc1C	5%	-1%	-9%	0.3	16%	0%	3%	1%	1%
CC(=O)OC1CCC2(C)C(CCC3C2CC(=O)C2(C)C3CC(C3CCCC3=O)C2C(C)=O)C1 (stereo not drawn)	23%	nt	nt	nt	4%	-1%	nt	2%	nt
Cc1cc2c(cc1S(=O)(=O)N1CCC(C(N)=O)CC1)OCC(=O)N2	4%	nt	-1%	0.7	-18%	-2%	-4%	-7%[60.1 µM]	-1%
CC(NC(=O)COC(=O)[C@@H]1CCCN1S(=O)(=O)c1ccccc1F)C12CC3CC(CC(C3)C1)C2 (stereo partly drawn)	7%	-5%	?	-0.2	-26%	11%	-14%	-8%	-9%
Cc1ccc(NC(=O)c2ccc(N(Cc3ccccc3)S(C)(=O)=O)cc2)cc1	-15%	nt	16%	0.6	0%	-3%	-12%	-10%	-4%
O=C(c1cnccn1)N1CCC2(CC1)CCN(c1ccccn1)CC2	nt	-2%	nt	nt	-3%[57.4 µM]	nt	nt	3%[60.1 µM]	1%
O=C(NCC1CCCO1)c1ccc(NS(=O)(=O)c2ccccc2)cc1 (stereo not drawn)	24%	13%	-10%	-3.0	-9%	2%	-3%	-12%	0%
Cc1cccc(C)c1NC(=O)C1(NC(=O)C2CCC(=O)N2)CCCCC1 (stereo not drawn)	10%	-1%	-6%	0.1	14%	-4%	2%	1%	-2%
CN(c1ccccc1)S(=O)(=O)c1cccc(NC(=O)CSc2nncn2C)c1	11%	-2%	5%	-0.2	-4%	6%	65%	-2%	1%
CCOC(=O)c1c(NC(=S)Nc2ccccc2C)sc2c1CCC2	7%	5%	-2%	-0.2	?	5%	-19%	-4%[60.1 µM]	-3%
Cc1ccc(-n2cnc(=O)c3cccnc32)cc1	8%	20%	-9%	1.0	0%	1%	10%	-7%	1%
CCN(CC)c1nc2cc(OC)ccc2cc1C#N	-12%	0%	-1%	4.6	?	10%	2%	-11%	-4%
N#Cc1cccc(NC(=O)CSc2ccc3c4c(cccc24)C(=O)c2ccccc2-3)c1	?	0%	76%[activator]	-0.9	?	3%	?	-16%	1%
Cc1ccc(S(=O)(=O)NCC(=O)OCc2ccccc2Br)cc1	3%	8%	?	0.2	-3%	-6%	-1%	-19%	-10%
Cc1noc(C)c1COc1ccccc1C(=O)NCc1ccccc1Cl	18%	14%	nt	-0.2	-2%	6%	nt	-3%	nt
Cc1ccccc1NS(=O)(=O)c1nnc(NC(=O)c2ccc(Cl)cc2)s1	5%&-9%	18%	-11%&-8%	-0.1&0.1	11%[57.4 µM]	9%&4%	8%&-22%	-14%&-7%	1%&-1%
Cc1ccc(CCNC(=O)c2ccc(CS(=O)(=O)Cc3ccccc3F)o2)cc1	17%&15%	0%	85%&-11%[activator]	-0.3&0.5	-27%&-4%	7%&-3%	-8%&1%	-18%[60.1 µM]	3%&0%
CC(C)C(NS(=O)(=O)c1ccc2c(c1)oc(=O)n2C)C(=O)N1CCN(c2cccc(Cl)c2)CC1 (stereo not drawn)	15%	nt	19%	-0.3	-7%	0%	0%	0%	1%
COc1ccccc1NS(=O)(=O)c1cc(NC(=O)c2ccc(Cl)nc2)ccc1Cl	-2%	1%	5%	0.6	-1%	0%	1%	-18%	-5%
Cc1[nH]c(C)c(S(=O)(=O)NCc2ccc(OC(C)C)cc2)c1C(=O)N1CCCC1	3%	-14%	0%	-0.7	1%	4%	17%	-10%	0%
Cc1ccccc1NC(=O)CS(=O)(=O)c1cn(CC(=O)N2CCOCC2)c2ccccc12	48%[activator]	-2%	-4%	-0.1	-9%	8%	8%	7%	5%
C=CCC(=O)NC1CC(C)(C)Cc2c1cnn2-c1ccccc1C (stereo not drawn)	76%[activator]	20%	-8%	0.2	19%	-7%	21%	-10%	1%
The list goes on.
SMILES	POLI inh	APE1 inh	Apoferritin bind	TRHR ag	ALOX12 inh	ERG-DNA inh	POLB inh	POLK inh	BLM helicase inh
Nc1nc(N)c(S(=O)(=O)c2ccccc2)c(Nc2ccc(F)cc2)n1	-3%	nt	3%	-1.9	-5%	1%	2%	-1%	-3%
CCCCN(CCCNC(=O)c1cc(Nc2ccc(OC)cc2OC)nc2ccccc12)Cc1ccccc1	-6%	nt	-6%	-0.4	?	-2%	15%	-8%	-3%
CCn1c(=O)c2c3c(sc2n2cnnc12)CCC3	-5%	1%	-14%	0.3	456%[activator]	-1%	-3%	-8%	-7%
COc1ccc(CCNC(=O)CN2CCN(Cc3ccc(F)cc3)C2=O)cc1OC	21%	4%	3%	0.3	-3%[57.4 µM]	-2%	22%	0%	-1%
O=C(CN1C(=O)NC2(CCCC2)C1=O)OCc1ccccc1	21%	24%	nt	-0.1	7%	2%	nt	-7%	nt
COc1ccccc1Oc1ccc(S(=O)(=O)N2CCN(C)CC2)cc1	60%[activator]	-2%	-12%	-0.4	0%	5%	3%	-4%	-2%
CCn1c(N2CCN(C(=O)c3ccco3)CC2)nc2ccccc21	40%[activator]	-7%	-5%	-0.1	2%	0%	14%	-4%	1%
Cc1ccc(S(=O)(=O)Nc2nc(C)cc(NN)n2)cc1	-1%	-1%	2%	-0.2	?	-5%	2%	6%	-1%
C=CCNC(=O)C1CCN(S(=O)(=O)CC)CC1	-12%	-1%	-8%	1.3	1%	nt	19%	-6%	3%
Cc1nn(Cc2ccccc2)c(C)c1C(=O)NCCN1C(=O)S/C(=C\c2ccccc2)C1=O	-12%	6%	-4%	-0.1	-17%	0%	-22%	-35%	-12%
COc1cc(C(=O)N2CCN(S(=O)(=O)c3ccc(C(C)C)cc3)CC2)ccc1OCC(=O)N1CCOCC1	10%	nt	nt	nt	?	3%	nt	-12%	nt
COC(=O)c1ccccc1NCC(=O)c1ccc(OC)cc1	15%	-14%	-9%	-0.6	31%[activator]	2%	1%	-6%	-7%
Cc1ccc(C(=O)N2C3=C(CCCC3)C(=O)NC23CCCCC3)cc1	97%[activator]	13%	-5%	-0.4	10%&0%	0%	36%	-10%	-1%
COC(=O)c1ccccc1NC(=O)CCn1c(=O)c2cccn2c2cccnc21	5%	nt	-4%	0.0	-22%	1%	31%	-6%	2%
CC(O)c1nc2ccccc2n1CC(=O)N1CCN(c2ccccc2)CC1 (stereo not drawn)	38%[activator]	0%	-4%	0.5	27%	9%	0%	3%	-3%
Cc1cc(Cl)c2oc(C(=O)NCCN3CCOC3=O)c(C)c2c1	7%	22%	-8%	-0.2	-14%	-9%	11%	-4%	2%
CC1CC(NC2=NCCS2)CC(C)(C)C1 (stereo not drawn)	9%[58.9 µM]	2%	4%	-1.0	-5%	2%	0%	-9%	-2%
O=C(CSc1ncn[nH]1)NC1CC2CCC1C2 (stereo not drawn)	11%	2%	-12%	1.6	3%	1%	25%	-12%	2%

4 of these compounds in a different format.
> CCCCN(CCCNC(=O)c1cc(Nc2ccc(OC)cc2OC)nc2ccccc12)Cc1ccccc1
  POLI inh: -6%; APE1 inh: nt; Apoferritin bind: -6%; TRHR ag: -0.4; ALOX12 inh: ?; ERG-DNA inh: -2%; POLB inh: 15%; POLK inh: -8%; BLM helicase inh: -3%
> CCn1c(=O)c2c3c(sc2n2cnnc12)CCC3
  POLI inh: -5%; APE1 inh: 1%; Apoferritin bind: -14%; TRHR ag: 0.3; ALOX12 inh: 456%[activator]; ERG-DNA inh: -1%; POLB inh: -3%; POLK inh: -8%; BLM helicase inh: -7%
> COc1ccc(CCNC(=O)CN2CCN(Cc3ccc(F)cc3)C2=O)cc1OC
  POLI inh: 21%; APE1 inh: 4%; Apoferritin bind: 3%; TRHR ag: 0.3; ALOX12 inh: -3%[57.4 µM]; ERG-DNA inh: -2%; POLB inh: 22%; POLK inh: 0%; BLM helicase inh: -1%
> O=C(CN1C(=O)NC2(CCCC2)C1=O)OCc1ccccc1
  POLI inh: 21%; APE1 inh: 24%; Apoferritin bind: nt; TRHR ag: -0.1; ALOX12 inh: 7%; ERG-DNA inh: 2%; POLB inh: nt; POLK inh: -7%; BLM helicase inh: nt

This is a subset; count on the stated rates, not on these rows.
